Screening data (PubChem)
ERa SRC1 inh = blocks coactivator binding to human estrogen receptor alpha | P03372 | inhibition, % at 25.6 µM | TR-FRET ER-alpha LBD / SRC-1 peptide, estradiol-bound | 86,000 tested, 1.7% active | AID 629; in the data active = inhibition above about 50%;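 also: 0% = receptor plus peptide control and 100% = peptide only without receptor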
Target sequence (P03372 whole entry, looked up, the tested form may be a part): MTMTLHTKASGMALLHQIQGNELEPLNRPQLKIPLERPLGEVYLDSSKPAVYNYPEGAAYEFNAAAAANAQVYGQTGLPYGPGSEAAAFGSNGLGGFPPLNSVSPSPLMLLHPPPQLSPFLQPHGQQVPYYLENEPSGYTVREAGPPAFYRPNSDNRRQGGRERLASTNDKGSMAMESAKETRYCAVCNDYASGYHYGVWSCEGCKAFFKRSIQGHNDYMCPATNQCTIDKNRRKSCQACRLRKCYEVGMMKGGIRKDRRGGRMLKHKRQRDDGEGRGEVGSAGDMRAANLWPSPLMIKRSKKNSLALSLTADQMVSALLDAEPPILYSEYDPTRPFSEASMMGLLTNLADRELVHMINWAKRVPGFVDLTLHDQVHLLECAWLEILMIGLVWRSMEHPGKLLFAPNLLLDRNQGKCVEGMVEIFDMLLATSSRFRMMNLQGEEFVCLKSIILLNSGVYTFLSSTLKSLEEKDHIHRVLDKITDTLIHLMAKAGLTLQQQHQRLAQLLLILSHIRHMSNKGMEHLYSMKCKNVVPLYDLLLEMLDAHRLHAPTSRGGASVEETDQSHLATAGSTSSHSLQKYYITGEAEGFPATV
H69AR growth 86K = blocks growth of human H69AR lung tumor cells | H69AR lung tumor viability, ATP luminescence, 72 h; active compounds read low | viability, % at 10 µM | 85,000 tested, 6% active | AID 598;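 active = viability at or below 40%; inactive = viability above 40%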;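 also: multidrug resistant small cell line overexpressing MRP-1 efflux transporter; 100% = mean luminescence of untreated control wells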
ERa SRC1 pot = ER-alpha (human) coactivator binding potentiation; AID 639; P03372; 86,000 tested, 1.3% active; coactivator binding (% of control), % at 25.6 µM; TR-FRET ERalpha-LBD/SRC-Cy5 coactivator binding, 2 h; 100 = basal binding, no effect; in the data active = activity above about 200%;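 also: binding measured in presence of low estradiol as agonist stimulus; 0% = peptide alone without receptor and 100% = receptor with peptide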
Smad3 inh = blocks human Smad3 binding to FoxH1 peptide. inhibition, % at 25 µM. AID 630. 88,000 tested, 0.29% active. TR-FRET Smad3/Dy647-FoxH1 peptide binding, europium anti-His. P84022;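 active = compounds that reduce the energy-transfer binding signal between the protein and its labelled peptide by more than half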;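 also: 0% = Smad3 plus labelled peptide maximal FRET and 100% = peptide-only background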
Target sequence (P84022 whole entry, looked up): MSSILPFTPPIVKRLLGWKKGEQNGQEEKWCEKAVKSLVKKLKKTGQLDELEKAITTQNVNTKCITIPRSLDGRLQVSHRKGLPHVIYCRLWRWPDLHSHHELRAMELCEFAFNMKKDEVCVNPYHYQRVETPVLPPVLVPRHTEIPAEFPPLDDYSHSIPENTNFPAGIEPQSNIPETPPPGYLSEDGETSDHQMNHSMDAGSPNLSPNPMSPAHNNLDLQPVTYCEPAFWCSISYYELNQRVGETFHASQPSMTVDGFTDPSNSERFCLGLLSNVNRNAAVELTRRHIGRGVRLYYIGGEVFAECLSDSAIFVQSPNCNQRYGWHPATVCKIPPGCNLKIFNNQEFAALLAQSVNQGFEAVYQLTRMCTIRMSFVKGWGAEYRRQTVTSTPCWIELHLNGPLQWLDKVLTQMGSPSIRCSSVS
HUVEC prolif 384 = human endothelial cell proliferation inhibition | 86,000 tested, 1.1% active | HUVEC proliferation, CellTiter-Glo luminescence, 72 h; active compounds read low | viability, % at 10 µM (by protocol);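 active = viability at or below 30%; inactive = viability above 30%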;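 also: 100% = median luminescence of DMSO-only cell control wells on each plate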
MT1-MMP txn act = activates MT1-MMP transcription; activation factor at 10 µM; 86,000 tested, 0.16% active; AID 750; HT1080 MT1-MMP promoter luciferase reporter, luminescence, overnight; active compounds read high;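 active = activation factor of at least 2 for MT1-MMP transcription at 10 µM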
Mac1 fbg enh = increases human CD11b/CD18 adhesion to fibrinogen. P05107+P11215. K562 CD11b/CD18 adhesion to fibrinogen, ATPlite luminescence. activation, % at 10 µM. 93,000 tested, 0.07% active. AID 1499;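 active = 10 µM primary screen giving 50% or more activity, confirmed by 40% or more on retest at that dose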; also: strong numbers were not always called active
ERb coact inh = ER-beta (human) coactivator binding inhibition. Q92731. TR-FRET ER-beta LBD / SRC1-Cy5 peptide binding; receptor agonist-loaded with 1 µM estradiol. inhibition, % at 25.6 µM. 86,000 tested, 1.3% active. AID 633;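 active = compounds whose percent inhibition of the receptor-coactivator binding signal exceeds about 50% in the single-dose screen, limit read from the data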;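 also: 0% = receptor plus peptide wells without compound and 100% = peptide-only wells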
Lung fibro prol = blocks proliferation of human lung fibroblasts | viability, % at 10 µM | 85,000 tested, 1.1% active | LL 47 human lung fibroblast viability, ATP luminescence; active compounds read low;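 active = viability at or below 50% in the single dose screen; inactive = viability above 50%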;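 also: compound exposure lasted 72 h before the ATP readout; 100% = median luminescence of untreated cell-only wells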
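Material: Human LL 47 lung fibroblast cells | Input: 1,150 cells/well | Buffer or medium: IMEM plus 15% FBS | Compound dosing: 0.1% DMSO in all compound wells | Times: Overnight cell rest, 72 h compound treatment at 37 °C | Signal: CellTiter-Glo luminescence measuring cellular ATP | Measure: % viability versus median cells-only luminescence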
* hit, by the source's call; nt = not tested or not shown; [ ] = another dose, or the depositor's remark.

SMILES	ERa SRC1 inh	H69AR growth 86K	ERa SRC1 pot	Smad3 inh	HUVEC prolif 384	MT1-MMP txn act	Mac1 fbg enh	ERb coact inh	Lung fibro prol
C(=N\c1nccs1)/c1cccnc1	6	93	102	6	94	1.3	nt	-5	103
c1ccc2c(c1)c1c3n2CCNC3CCC1 (centres undefined)	-1	99	113	-9	95	1.2	-5	-7	99
N#Cc1c(N)nc(SCC(=O)C23CC4CC(CC(C4)C2)C3)c(C#N)c1-c1ccc(Cl)cc1	34[fluorescence artefact?]	16*	479*[fluorescence artefact?]	17[fluorescence artefact?]	53	1	2	32[fluorescence artefact?]	77
CCCC(c1nnnn1CCOC)N(Cc1cc2cc(C)c(C)cc2[nH]c1=O)CC1CCCO1 (centres undefined)	-5	80	96	-6	102	1.1	nt	-5	99
O=C(NCCOc1nc(N2CCCCC2)nc(N2CCOCC2)n1)Nc1ccccc1	-2	64	94	14[fluorescence artefact?]	75	1	7	3	88
COc1cc(-c2nn3c(-c4ccccn4)nnc3s2)cc(OC)c1OC	5	78	106	-3	92	1.2	0	9[fluorescence artefact?]	111
CCOc1ccc(C(=O)NCC2OCCc3ccccc32)cc1 (centres undefined)	-3	88	113	1	100	1.4	nt	-6[fluorescence artefact?]	107
Cn1c(=O)oc2cc(S(=O)(=O)NCc3ccncc3)ccc21	-4[fluorescence artefact?]	106	110[fluorescence artefact?]	-17	107	1.2	-5	7[fluorescence artefact?]	101
Cc1cc(C)nc(SCC(=O)Nc2ncc3c(n2)CC(C)(C)CC3=O)n1	-6	72	117	16	100	1.1	-3	-7	93
O=C(c1ccncc1)N1CCN(C(=O)c2ccco2)CC1	-11	88	102[fluorescence artefact?]	8	94	1	-3	-12	91
Cc1ccc(-n2c(N)c(C(N)=O)sc2=S)c(C)c1	-12	105	77	10	100	1	-3	-5	92
CCOC(=O)c1ccc(NC(=O)CC2Sc3ncnn3C2=O)cc1 (centres undefined)	-1[fluorescence artefact?]	105	97[fluorescence artefact?]	-9	115	1.1	5	0[fluorescence artefact?]	100
O=C(CCCn1ncn2c(cc3occc32)c1=O)N1CCc2ccccc2C1	5	94	95	-4	96	1.1	nt	-1	101
O=C(COc1ccccc1)Nc1ccc(Cl)c(-c2nc3ncccc3o2)c1	50*	101	226*[fluorescence artefact?]	12[fluorescence artefact?]	86	1.1	nt	44	105
COC(=O)C1CCN(C(=O)COc2cc3sc(C)nc3c3sccc23)CC1	2	35*	111	7	89	1.1	-2	-4[fluorescence artefact?]	99
COc1ccc(Cl)cc1N1C(=O)CC(N2CCc3ccccc32)C1=O (centres undefined)	-2[fluorescence artefact?]	98	85	-2	94	nt	-1	-15	101
CN(C)C(=O)N1CCN(C(=O)N2CCOCC2)CC1	-20	86	97	8	98	1.3	nt	-20	100
O=C(Cc1nc2ccccc2[nH]1)NCc1ccco1	-2	80	88	16[fluorescence artefact?]	107	1.1	-3	0	101
O=C(Nc1cccc(O)c1)c1ccc(Br)c(S(=O)(=O)N2CCCCC2)c1	-4	83	112	6	96	1.1	2	-7	101
Cc1cc(C)c2nc(C(F)(F)F)nc(N3CCN(C(=O)c4ccco4)CC3)c2c1	2[fluorescence artefact?]	72	118	6	68	1	0	-4[fluorescence artefact?]	96
COc1ccc(CCNC(=O)c2nnn(-c3ccccc3OC)c2N)cc1OC	4	94	110	1	99	1.1	nt	-6	nt
O=C(NCCc1ccc(Cl)cc1)C1CCN(c2cnccn2)CC1	-2	nt	117	1	98	1.2	-4	3	101
Cc1nc2c(-c3ccc(F)cc3)c(C)nn2c(C)c1CCC(=O)N1CCN(c2ccccc2)CC1	-9[fluorescence artefact?]	73	88	7	84	nt	4	-3	104
COc1ccc(S(=O)(=O)n2ccc(C)n2)cc1C	7	117	104	-6	92	1.1	-1	1[fluorescence artefact?]	97
COc1ccc(OC)c(C(c2nnnn2CC2CCCO2)N2CCN(C3CCCC3)CC2)c1 (centres undefined)	11[fluorescence artefact?]	96	99	-4	106	1.2	-4	7	97
COC(=O)C1=C2SC(C)C(=O)N2C(N)=C(C#N)C1c1cc(OC)c(OC)c(OC)c1 (centres undefined)	-2	93	99	-11	92	1.2	-2	-2[fluorescence artefact?]	103
Nc1nc(SCC(=O)Nc2ccccc2Sc2ccc(Cl)cc2)n[nH]1	2	92	90	19	89	1.1	nt	1	96
CCOC(=O)C(NCc1ccccc1)(NC(=O)c1ccccc1)C(F)(F)F (centres undefined)	10	94	82[fluorescence artefact?]	-3	95	1.1	-4	33[fluorescence artefact?]	94
O=S(=O)(c1ccc(Cl)s1)N1CCN(C/C=C/c2ccccc2)CC1	2	99	82	-10	112	1	-1	-3	110
O=S(=O)(c1cccc(-c2nnc(-c3cccnc3)o2)c1)N1CCCCC1	3	77	128	3	100	1.1	nt	1[fluorescence artefact?]	89
COC1CCCCC1NS(=O)(=O)c1ccc(Cl)cc1 (centres undefined)	0	80	126	-9	90	1.2	-1	4	98
CCOc1ccccc1NC(=O)c1ccc(S(=O)(=O)N2CCOCC2)cc1	5	93	90[fluorescence artefact?]	-22	104	1.1	3	4[fluorescence artefact?]	114
Cc1ccc(S(=O)(=O)NC(=O)NCc2ccc(Cl)cc2)cc1	-3	107	104	4	87	1.3	-2	-1	97
Nc1nc2ccc(C(=O)Nc3ccccc3)cc2s1	8	76	104	-4	82	1.9	3	5[fluorescence artefact?]	91
COC(=O)c1cc2c(cc1NC(=O)CSCCc1ccccn1)OCO2	31[fluorescence artefact?]	78	59[fluorescence artefact?]	-13	100	1.2	0	34[fluorescence artefact?]	94
CCc1nnc(NC(=O)CSc2nnc(-c3ccoc3C)n2-c2cccc(C)c2)s1	-4	72	122	8	98	1	8	1	90
CCCC(c1nnnn1C1CCCC1)N1CCN(C(=O)c2ccco2)CC1 (centres undefined)	-4[fluorescence artefact?]	99	92[fluorescence artefact?]	8	91	1.3	0	-2[fluorescence artefact?]	100
CCOC(=O)C1CCN(c2ncnc3c2cnn3-c2ccccc2)CC1	1[fluorescence artefact?]	71	113	11	92	1	-1	1	93
c1cnc(-c2nnc3n2CCCCC3)cn1	3	93	92[fluorescence artefact?]	-8	103	1.1	6	12[fluorescence artefact?]	104
Cc1nc2c(C(=O)NCCC(C)C)c[nH]n2c(=O)c1Cc1ccccc1F	13	46	35[fluorescence artefact?]	14	12*	nt	-9	1	102

4 of the compounds above, as a markdown table:
| molecule | ERa SRC1 inh | H69AR growth 86K | ERa SRC1 pot | Smad3 inh | HUVEC prolif 384 | MT1-MMP txn act | Mac1 fbg enh | ERb coact inh | Lung fibro prol |
| --- | --- | --- | --- | --- | --- | --- | --- | --- | --- |
| COc1ccc(CCNC(=O)c2nnn(-c3ccccc3OC)c2N)cc1OC | 4 | 94 | 110 | 1 | 99 | 1.1 | nt | -6 | nt |
| COc1ccc(OC)c(C(c2nnnn2CC2CCCO2)N2CCN(C3CCCC3)CC2)c1 (centres undefined) | 11[fluorescence artefact?] | 96 | 99 | -4 | 106 | 1.2 | -4 | 7 | 97 |
| COc1ccc(S(=O)(=O)n2ccc(C)n2)cc1C | 7 | 117 | 104 | -6 | 92 | 1.1 | -1 | 1[fluorescence artefact?] | 97 |
| COC1CCCCC1NS(=O)(=O)c1ccc(Cl)cc1 (centres undefined) | 0 | 80 | 126 | -9 | 90 | 1.2 | -1 | 4 | 98 |

(continued)
SMILES	ERa SRC1 inh	H69AR growth 86K	ERa SRC1 pot	Smad3 inh	HUVEC prolif 384	MT1-MMP txn act	Mac1 fbg enh	ERb coact inh	Lung fibro prol
COc1ccc(-c2nnc(SCC#CCO)o2)cc1OC	-29	31*	116	-10	102	1.3	-1	-3	97
COc1ccc(C)cc1S(=O)(=O)N(CC(=O)N1CCOCC1)Cc1ccccc1	-7	104	82	-6	93	1.2	4	-18	92
CCOC(=O)CSc1nnc(CNC(=O)c2ccc(OC)cc2OC)n1C	-5	93	111	-2	102	0.9	7	-2	102
O=C(NCc1ccccn1)c1c(O)c2cccc3c2n(c1=O)CC3	-2[fluorescence artefact?]	89	110[fluorescence artefact?]	14	89	1.4	-2	2[fluorescence artefact?]	104
COc1cccc2c(=O)c(C(=O)NCc3cccs3)c[nH]c12	33	nt	89[fluorescence artefact?]	4	80	1.7	6	28	93
Cc1ccc(Nc2cnn(C34CC5CC(CC(CC(=O)O)(C5)C3)C4)c(=O)c2Cl)cc1	8	96	117	-10	95	1.1	-1	1	107
CC12CCC(C(=O)N3CCCCCC3)(OC1=O)C2(C)C (centres undefined)	4	108	99	12	94	1.1	-4	-3	102
O=C(NCCCN1CCN(Cc2ccccc2)CC1)C1CCN(S(=O)(=O)N2CCCC2)CC1	-7	102	146	7	91	1.1	-2	-3	95
O=C(CSc1nnc(-c2ccc(O)cc2)n1Cc1ccco1)N1CCc2ccccc2C1	-3	81	113	-1	98	1	2	-3	90
CC(C)NC(=O)c1ccc2c(=O)n(Cc3ccco3)c(=S)[nH]c2c1	0	92	115	-7	103	1.1	nt	-2[fluorescence artefact?]	103
COC(=O)c1ccc(CSc2nc(C)nc3c2c(=O)n(C)c(=O)n3C)o1	6	83	92	1	85	1.1	nt	30[fluorescence artefact?]	95
COc1cc(NC(=O)Cc2nn(C)c(=O)c3ccccc23)cc(OC)c1	-4	85	107	-5	95	1.1	-5	-13	104
O=C(Cn1cc2c(n1)CCCCC2)N1CCCCC1	-3	104	107	-6	101	1.2	5	-1	98
COc1ccc(-c2[nH]c(-c3ccc(F)cc3)nc2SCC(=O)NCc2ccco2)cc1OC	19	39*	59[fluorescence artefact?]	1	83	1.1	-1	10	96
c1cncc(-c2nnc3sc(-c4ccco4)nn23)c1	9	85	112	0	105	0.7	-3	7	105
COc1cccc(CNC(=O)C2CCN(C(=O)N(C)C)CC2)c1	1	102	86	11[fluorescence artefact?]	94	1	-3	-1	98
CCC(Oc1ccc2ccccc2c1)C(=O)O (centres undefined)	0	96	118	8	109	1	3	8	100
c1cnc(N2CCSCC2)nc1	-27[fluorescence artefact?]	94	110	-4	102	1	-3	5	nt
N=c1ncn(CC(O)CN2CCOCC2)c2nc(N3CCOCC3)[nH]c12 (centres undefined)	-3	100	108	8	102	1.2	-2	-19	101
CCc1nc(SCC(=O)c2ccc(Cl)s2)c2oc3ccccc3c2n1	-4	72	111[fluorescence artefact?]	7	87	1.2	26	-6	93
CN(C1CCCCC1)S(=O)(=O)c1ccccc1	1	107	110	9	87	1.2	5	-10[fluorescence artefact?]	98
CCc1c(C(=O)Nc2cc(C)cc(C)c2)[nH]c(C)c1C(C)=O	2	53	90	-11	78	1	-3	-12	103
c1ccc(Cc2nn[nH]n2)cc1	-1	102	126	5[fluorescence artefact?]	95	1.1	-2	-8	100
COc1ccc(CNC(=O)c2ccc3nccnc3c2)cc1	2	82	118	1	91	1.1	-2	11	101
NC(=O)C1(N2CCCCC2)CCN(C2CC(=O)N(Cc3ccc(N4CCCC4=O)cc3)C2=O)CC1 (centres undefined)	-10	100	113	-1	98	1	-2	-7	102
CC(C)OCCCNCc1cccs1	-5	116	109	25	107	1.1	nt	-12	105
CC(C)(C)NCC1(CO)SC(N)=NC1=O (centres undefined)	-7	88	114	0	102	1.1	-4	-1	110
CCOC(=O)C1=C(C)NC(=O)NC1c1cn(-c2ccccc2)nc1-c1cccs1 (centres undefined)	4[fluorescence artefact?]	103	105	2	85	1.2	-1	0[fluorescence artefact?]	90
Cc1cc(C)c(Cn2c(=O)n(CCCC(=O)NCc3ccco3)c(=O)c3sccc32)c(C)c1	53*[fluorescence artefact?]	81	117	-29[fluorescence artefact?]	48	1.1	13	19[fluorescence artefact?]	96
CCCCc1nnc(NC(=O)C(C)Sc2nc(C)cc(=O)[nH]2)s1 (centres undefined)	-3	93	101	5	90	1.1	nt	0	94

The list is partial; rates above refer to the full screens.
